Tn7 DDE FP: inhibitors of Tn7 peptide binding to human fibrin DD(E) | FP displacement of FITC-Tn7 peptide from fibrin DD(E); 0% = median of compound wells per plate | inhibition, % at 8.3 µM | actives 0.13% (n = 370,000);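 active means inhibition above the mean of compounds falling within the control limits plus 3 SD of them, cut at about 14% in these data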;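 further: 0% = plate median of compound wells and 100% = 10 µM Aha-Tn7 peptide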
Target sequence (P02675 whole entry, looked up): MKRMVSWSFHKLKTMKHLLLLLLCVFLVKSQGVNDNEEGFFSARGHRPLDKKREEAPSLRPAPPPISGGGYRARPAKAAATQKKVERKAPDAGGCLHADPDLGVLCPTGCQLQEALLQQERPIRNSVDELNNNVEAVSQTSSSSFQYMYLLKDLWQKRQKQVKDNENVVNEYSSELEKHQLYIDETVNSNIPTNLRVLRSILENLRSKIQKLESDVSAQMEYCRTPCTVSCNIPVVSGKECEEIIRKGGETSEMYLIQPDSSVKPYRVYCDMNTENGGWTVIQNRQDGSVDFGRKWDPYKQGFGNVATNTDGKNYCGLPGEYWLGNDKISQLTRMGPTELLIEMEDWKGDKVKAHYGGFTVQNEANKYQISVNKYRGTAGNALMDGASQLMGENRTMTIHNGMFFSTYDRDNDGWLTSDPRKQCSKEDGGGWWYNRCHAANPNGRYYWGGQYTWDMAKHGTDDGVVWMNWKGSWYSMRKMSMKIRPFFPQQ
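Assay system: Human clot-derived fibrin DD(E) complex | Buffer or medium: Tris/NaCl/CaCl2 buffer, pH 7.8 | Repeats: One replicate per compound | Benchmarks: Aha-Tn7 high control | Measure: % inhibition scaled between sample-field median and high-control FP | Schedule: 10 min plus 3 h, room temperature | Signal: Fluorescence polarization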
proKLK7 act: proKLK7 (human) activation, primary screen; P49862; purified proKLK7, EDANS-DABCYL substrate fluorescence; 100% is mature enzyme control, 0% vehicle; activation, % at 7 µM; actives 0.9% (n = 370,000); AID 652039;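 active means activation above the mean of all tested compounds plus 3 SD, computed per campaign excluding outliers beyond control limits, cut at about 13% in these data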
TDP2 absorb: blocks human TDP2 phosphodiesterase activity. O95551. recombinant TDP2, T5PNP hydrolysis, p-nitrophenol absorbance 415 nm. inhibition, % at 12.8 µM. actives 0.34% (n = 370,000);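 active means inhibition above the mean of all tested compounds plus 3 SD, set per campaign, cut at about 25% in these data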;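 further: 0% = DMSO with enzyme and 100% = buffer with substrate but no TDP2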
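Test system: human TDP2 enzyme; Input: 120 nM TDP2 per well; Buffer or medium: Mg2+-containing Tris-HCl buffer, pH 7.5; Reagent: 5 mM T5PNP; Dosing: 12.8 µM single point, 1% DMSO; Incubation: reaction 2 h, 37 °C; Detection: p-Nitrophenol epi absorbance; Read-out: % inhibition relative to enzyme-containing and enzyme-free wells; Replicates: single well per compound.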
MBD2 DNA inh: blocks human MBD2 binding to methylated DNA; Q9UBB5; TR-FRET, MBD2 binding to methylated oligonucleotide; inhibition, % at 4.4 µM; actives 0.31% (n = 370,000); in the data active means inhibition above about 13%
Target sequence (Q9UBB5 whole entry, looked up): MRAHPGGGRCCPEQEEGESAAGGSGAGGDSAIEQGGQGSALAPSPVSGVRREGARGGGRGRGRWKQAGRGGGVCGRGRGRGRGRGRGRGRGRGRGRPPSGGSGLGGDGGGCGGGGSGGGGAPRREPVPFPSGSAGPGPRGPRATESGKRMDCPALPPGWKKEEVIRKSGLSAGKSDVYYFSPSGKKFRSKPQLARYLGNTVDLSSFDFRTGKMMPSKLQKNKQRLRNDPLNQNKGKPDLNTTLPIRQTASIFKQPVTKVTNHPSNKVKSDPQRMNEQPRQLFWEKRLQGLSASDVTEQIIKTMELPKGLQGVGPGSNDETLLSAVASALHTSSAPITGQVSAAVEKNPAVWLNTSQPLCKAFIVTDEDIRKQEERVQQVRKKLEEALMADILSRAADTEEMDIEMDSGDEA
SIAE primary: human SIAE inhibition, primary screen | Q9HAT2 | SIAE FP-Rh probe binding, fluorescence polarization | inhibition, % at 9.66 µM | actives 0.69% (n = 370,000);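 active means inhibition above a cutoff: mean of compounds within the control limits plus 3 SD of those, cut at about 17% in these data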;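 further: 0% = plate median of compound wells and 100% = probe without SIAE protein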
UHRF1 binding: blocks human UHRF1 binding to methylated DNA; Q96T88; UHRF1 binding to methylated oligo, TR-FRET; inhibition, % at 4.4 µM; actives 0.75% (n = 370,000); AID 687016; in the data active means inhibition above about 21%;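 further: UHRF1 SRA domain binding a hemimethylated CpG hairpin DNA probe; 0% = median of test compound wells and 100% = reference inhibitor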
LEDGF integ inh: blocks HIV-1 LEDGF/p75-dependent DNA integration | TR-FRET IN-LEDGF/p75 DNA integration, Eu/Cy5 | inhibition, % at 3.7 µM | actives 0.64% (n = 370,000);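 active means inhibition above the screen-wide mean plus 3 SD, cut at about 13% in these data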;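 further: signal is the Cy5 over europium emission ratio at 671 and 618 nm; 0% = plate median of compound wells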
TCR-CD3 inh: inhibitors of human TCR-CD3 interaction. TAMRA-labeled TCR probe fluorescence, biochemical. inhibition, % at 9.4 µM. actives 0.37% (n = 360,000). AID 651800; in the data active means inhibition above about 19%;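 further: recombinant mutant TCR 2C K166C tagged with TAMRA read by polarization; 0% = receptor in buffer alone and 100% = receptor with positive control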
PRMT1 FP inh: PRMT1 (human) inhibition, primary screen. inhibition, % at 2.79 µM. recombinant PRMT1, activity-based probe fluorescence polarization. actives 1.3% (n = 370,000). Q99873;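 active means inhibition above about 21% made by adding two undisclosed values, limit read from the data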
DDE Tn6 FP inh: DD(E)-Tn6 binding inhibition, primary FP screen | Fibrin DD(E) TRITC-Tn6 fluorescence polarization displacement | actives 0.21% (n = 370,000) | inhibition, % at 8.3 µM | AID 720509;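 active means inhibition above a per-campaign cutoff: mean of compounds within control limits plus 3 SD, cut at about 15% in these data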;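 further: 0% = median of all compound wells on the plate and 100% = blocking peptide control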
An asterisk follows results filed as active.

SMILES | Tn7 DDE FP | proKLK7 act | TDP2 absorb | MBD2 DNA inh | SIAE primary | UHRF1 binding | LEDGF integ inh | TCR-CD3 inh | PRMT1 FP inh | DDE Tn6 FP inh
CCOC(=O)c1c(C)nc2sc3c(=O)n(-c4ccc(C(C)=O)cc4)cnc3c2c1-c1ccc(Cl)cc1 | 1 | 0.4 | 8 | -7 | 1 | -3 | 0 | -7 | -2 | -2
COC(=O)C1=C(C)N(Cc2cccc(C(F)(F)F)c2)C(=NCc2ccc(OC)cc2)NC1c1cccc(C(F)(F)F)c1 (stereo not drawn) | 4 | 0.7 | -4 | 6 | -4 | 0 | 1 | -1 | 0 | -4
COc1ccc(CN(C(=O)CSc2nnc(-c3ccc(OC)c(OC)c3)o2)c2ccc(F)cc2)cc1 | 1 | -0.1 | -2 | 4 | 4 | -1 | -1 | 5 | -4 | 2
Cc1ccccc1C(=O)NC1CCSC1=O (stereo not drawn) | -4 | 0.2 | 10 | 5 | -3 | 2 | -4 | 6 | -1 | 5
Cc1nn2c3ccccc3nc2c2ccccc12 | -2 | 0.2 | 2 | -2 | -15 | -6 | -1 | 3 | -2 | 8
COC(=O)C1CCN(C(=O)CCC2CCCCC2)CC1 | 3 | 0.7 | -5 | 2 | -1 | 0 | 0 | 4 | -1 | 0
COc1ccc(NC(=O)CCCSc2nc(-c3ccco3)cc(C(F)(F)F)n2)cc1OC | 7 | 0.2 | -15 | 6 | -4 | 5 | 0 | 5 | 3 | -11
CCOC(=O)Cc1sc(N)nc1C | -2 | 0.0 | 5 | 0 | 3 | 0 | -1 | -3 | -2 | 3
COc1ccc(C(c2c(NC(C)=O)sc3c2CCCC3)N2CCN(CCO)CC2)cc1OC (stereo not drawn) | 4 | 0.1 | 3 | 6 | 1 | 1 | -2 | -1 | 1 | -2
CCCCN=C1NN=C(c2cc3ccccc3o2)CS1 | 3 | -0.4 | 3 | -1 | 7 | -6 | 0 | 0 | 7 | -2
O=C(Nc1ccccc1)c1cc(-c2ccccc2Cl)no1 | -6 | 0.1 | 8 | 1 | 4 | -3 | 1 | 1 | 2 | -9
O=C(c1cc(-c2ccc(F)cc2)on1)N1CCOCC1 | 4 | -0.1 | 5 | 4 | 1 | 0 | -4 | -2 | 3 | 1
O=C(c1ccc(Cl)cc1)N1CCN(C(=O)C2CCCCC2)CC1 | 6 | 0.2 | 8 | 0 | -6 | 5 | -4 | 1 | 1 | 1
COc1cc(-c2nnc(SC(C)C(=O)Nc3c(C)n(C)n(-c4ccccc4)c3=O)o2)cc(OC)c1OC (stereo not drawn) | -6 | -0.5 | 10 | -3 | 5 | -2 | -1 | 6 | -1 | 2
O=[n+]1cc(-c2ccc(Br)cc2)n([O-])c2c1CCC2 | -3 | 0.4 | -3 | 0 | -5 | 12 | 1 | -2 | 3 | 2
c1ccc(-c2nc3ccccc3nc2N2CCOCC2)cc1 | 0 | 12 | -4 | 7 | -33 | 6 | 3 | -2 | 1 | -11
CCOC(=O)c1c(NC(=S)Nc2ccccc2)sc(C)c1C | 5 | 0.5 | -10 | -1 | 6 | -2 | 0 | 1 | -1 | 7
Cc1cc(C)c(NC(=O)NC(=O)c2cccc(F)c2)c(C)n1 | -3 | -0.5 | -2 | -7 | -3 | -5 | 2 | 3 | -5 | 4
Cc1ccc(-c2nn(-c3ccccc3)cc2/C=C/C(=O)OCC(=O)NC2CC2)o1 | -1 | -49 | -15 | 4 | -13 | 2 | 1 | 5 | 12 | 0
Cc1cccc(CCN2C(N(C)C)=NC[C@@H]2C)c1 | 4 | 0.0 | 6 | -4 | -1 | 1 | 1 | 11 | -1 | -5

Continued (3 carried over from the part before).
SMILES | Tn7 DDE FP | proKLK7 act | TDP2 absorb | MBD2 DNA inh | SIAE primary | UHRF1 binding | LEDGF integ inh | TCR-CD3 inh | PRMT1 FP inh | DDE Tn6 FP inh
Cc1cc(C)c(NC(=O)NC(=O)c2cccc(F)c2)c(C)n1 | -3 | -0.5 | -2 | -7 | -3 | -5 | 2 | 3 | -5 | 4
Cc1ccc(-c2nn(-c3ccccc3)cc2/C=C/C(=O)OCC(=O)NC2CC2)o1 | -1 | -49 | -15 | 4 | -13 | 2 | 1 | 5 | 12 | 0
Cc1cccc(CCN2C(N(C)C)=NC[C@@H]2C)c1 | 4 | 0.0 | 6 | -4 | -1 | 1 | 1 | 11 | -1 | -5
O=C(N/N=C/c1ccc([N+](=O)[O-])o1)C1CC1 | 3 | 0.3 | -8 | -1 | 4 | 10 | -4 | 11 | 16 | -10
Cc1ccc(Nc2nnc(SC(C)C(=O)NC3CC3)s2)cc1 (stereo not drawn) | -8 | -0.4 | -4 | -3 | 15 | 0 | 3 | -4 | -3 | -1
Cc1cc([N+](=O)[O-])ccc1NC(=S)NC1CCCC1 | -4 | 0.0 | 12 | 6 | 7 | 2 | -1 | 2 | 3 | -2
Cc1cc(NC(=O)CSc2nnc(CNC(=O)c3cccc(C(F)(F)F)c3)o2)no1 | -4 | 0.8 | -2 | 2 | -8 | 1 | 1 | -9 | -1 | -4
c1nc(NCCN2CCOCC2)c2c3c(sc2n1)CCCCC3 | 6 | 0.5 | 12 | 8 | 1 | -1 | -2 | 0 | 0 | 3
COc1ccc(C(=O)NNC(=O)c2cccc(S(=O)(=O)N3CCOCC3)c2)cc1 | 4 | -0.2 | -6 | 3 | 1 | 4 | -1 | -3 | -2 | 5
COc1ccc(C(=O)Oc2coc(CSc3nnc(NC(=O)c4cccs4)s3)cc2=O)cc1 | 0 | -0.4 | 17 | -6 | -1 | -2 | 2 | 3 | 1 | -3
Cn1c(=O)[nH]c(=O)c2c1nc(Br)n2C/C=N/Nc1ccccc1 | 2 | 0.1 | -7 | 3 | -1 | -2 | -3 | 7 | 1 | -3
S=c1[nH]nc(-c2ccc3ccccc3n2)n1-c1ccc2c(c1)OCCO2 | 2 | -0.1 | 5 | -2 | 3 | -1 | -4 | -7 | 4 | 5
CC(Cc1c[nH]c2ccccc12)C(=O)O (stereo not drawn) | 6 | -0.3 | 5 | 12 | 6 | 23* | 3 | 1 | 0 | 1
O=C(OCc1nnc(-c2ccc(Cl)cc2)o1)C12CC3CC(CC(O)(C3)C1)C2 | 2 | 0.1 | 1 | 3 | -4 | -1 | 4 | 1 | -1 | -5
O=C(CCCc1nc2ccccc2s1)NNC(=O)CCN1CCN(Cc2ccccc2)CC1 | -10 | 0.5 | -2 | -4 | 1 | -1 | 2 | -3 | -10 | 3
CCOc1ccc(C(=O)NCC(=O)OCC(=O)Nc2cccc(S(=O)(=O)N3CCCC3)c2)cc1 | 8 | 0.2 | -8 | -4 | -6 | 1 | 2 | -6 | 4 | 4
COc1ccc2c(c1)[nH]c1c(=O)n(/N=C/C3C(C)C=C(C)CC3C)c(=O)[nH]c12 (stereo not drawn) | -4 | -6.2 | 2 | -3 | 4 | -6 | 0 | 7 | -3 | 0
COc1ccccc1/C=C1\SC(=S)N(NS(=O)(=O)c2ccccc2)C1=O | 0 | 0.2 | -3 | 2 | -12 | 16 | 3 | 9 | 0 | 4
CC(=O)N[C@@H](C)c1nc2ccccc2n1CCCN1CCN(c2nc(-c3ccc(C)cc3)cs2)CC1 | -1 | 1.2 | -3 | 0 | 14 | -1 | -2 | -9 | -1 | -3
O=C(Nc1nccs1)C1CCN(S(=O)(=O)c2ccccc2)CC1 | 1 | 0.3 | -5 | 2 | 1 | -1 | -5 | -6 | 2 | 5
CCCn1c(/N=C/c2ccccc2O)nc2ccccc21 | 10 | 0.2 | 10 | 0 | 0 | -2 | -1 | -2 | 0 | 8
O=C(NCC1COCCO1)C1CCN(S(=O)(=O)c2ccccc2)CC1 (stereo not drawn) | 2 | 0.1 | -12 | -2 | 2 | -4 | 2 | -2 | -2 | -10
O=C(c1cccc(F)c1)N1CCC(c2nc3ccccc3s2)CC1 | -2 | -0.6 | 3 | 0 | 0 | 3 | 3 | 1 | 8 | -6
CCCC(=O)Nc1nnc(CCc2ccccc2)s1 | 5 | 0.4 | -14 | -2 | 4 | 2 | 0 | -2 | -3 | -6
O=C(Cc1ccccc1)c1c[nH]c(C(=O)NCCCN2CCOCC2)c1 | -11 | 0.9 | 5 | -8 | -2 | 0 | -1 | 0 | -7 | -7
Cc1ccccc1/C=C1\OC(=O)c2ccccc21 | 4 | -5.7 | 3 | -1 | -7 | -1 | -4 | 1 | 2 | -5
CC(NC(=O)C1C(=O)N(CCO)C2(C)CC1c1ccccc1O2)c1ccccc1 (stereo not drawn) | -2 | 0.5 | 7 | 0 | -4 | -2 | 0 | 0 | -3 | 9
COc1ccc(N2CCN(C(=O)CN3C(=O)c4ccccc4S3(=O)=O)CC2)cc1 | -6 | -0.4 | -2 | 3 | 3 | 3 | 4 | -7 | 0 | -1
N#CC1=C(N)Oc2ccccc2C12C(=O)Nc1n[nH]c(-c3ccccc3)c12 (stereo not drawn) | 10 | 0.8 | -11 | 5 | -1 | 3 | 0 | 1 | 3 | 4
CC1(CCC(=O)N2CCCC(N3CCN(c4cccc(C(F)(F)F)c4)CC3)C2)CC1 (stereo not drawn) | -7 | -0.4 | 6 | 1 | 3 | -3 | 1 | 8 | -1 | -2
C=CC(C)(O)CCC=C(C)C (stereo not drawn) | 3 | -0.5 | -7 | -4 | 6 | -2 | 1 | 5 | -2 | -2
O=C(CC1C[C@H](C(=O)N2CCOCC2)[C@@]2(CCC3CCCC3)c3[nH]c4ccccc4c3CCN2C1=O)NCC12CC3CC(CC(C3)C1)C2 (stereo partly drawn) | -4 | 0.6 | 1 | 4 | 5 | 0 | 2 | 1 | 7 | 0
Cc1ccc(C)c(S(=O)(=O)N2CCN(C(C(=O)Nc3ccc(F)cc3)c3ccccc3)CC2)c1 (stereo not drawn) | 2 | -0.2 | 6 | 1 | -20 | 1 | -6 | 2 | -1 | 6
O=C(COC(=O)CCSc1ccc(Cl)cc1)NCCc1ccccc1 | -2 | 0.3 | 8 | -1 | 0 | 4 | 2 | -2 | -1 | -2
S=C1NCCN1CC1CCN(CCCC2CCCC2)CC1 | -3 | 0.3 | 6 | -8 | 3 | -1 | -6 | -3 | 1 | 9
Cc1ccc(S(=O)(=O)Cc2nnnn2-c2ccccc2)cc1 | -6 | -0.1 | -12 | -2 | 0 | 3 | 3 | -2 | -4 | -7
COc1ccc(C(=O)NC2CCCc3c2cnn3-c2cccc(C)c2C)o1 (stereo not drawn) | 4 | 0.4 | -8 | 3 | 4 | 0 | -3 | 6 | 1 | 0
CC(C)(C)OC(=O)CNC(=O)c1[nH]cnc1C(=O)NC(c1ccccc1)c1ccccc1 | -5 | -0.6 | -7 | -1 | -11 | -2 | 1 | 8 | 1 | -3
Cc1nnc(SCc2cc(=O)[nH]c(Nc3nc(C)c4cc(C)c(C)cc4n3)n2)s1 | -5 | -1.0 | -3 | -3 | -1 | 2 | 2 | -2 | -2 | -2
